TRPV1 agonist = HTS Assay for Compounds that Act as Agonists of the Vanilloid Receptor 1. activation, % at 8.33 µM. Transient receptor potential cation channel subfamily V member 1 (Homo sapiens), Q8NER1. 320,000 compounds, 0.19% hits. TRPV1-expressing cells, Fluo-8 calcium influx, agonist mode; in the data active = activation above about 80%; inconclusive = between about 30% and that limit; note: 0% is about no effect
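TRPV1-expressing cells were cultured overnight at 35.5C and loaded with Fluo-8 calcium dye for 40 to 90 min at room temperature. After a 10 s baseline, compound was added and calcium influx was read kinetically for 3 min (ex 480/em 520 nm).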
B2AR arrestin = qHTS assay of beta-arrestin-biased ligands of beta2-adrenergic receptor; Beta-2 adrenergic receptor (Homo sapiens), P07550; beta-arrestin recruitment to beta2AR, cell-based reporter; Potency, µM (highest dose often 46.1 µM), inactives show at the top dose activation, hits mostly activators; 330,000 compounds, 0.02% hits;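 note: potency is the fitted concentration of half-maximal effect; 0% = DMSO controls and full agonism = EC100 isoproterenol or metaproterenol; nearly all actives have a fitted effect of over 65% in size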
USP2a inh = qHTS Assay for Inhibitors of Ubiquitin-specific Protease USP2a Using CHOP2 as the Reporter; Ubiquitin carboxyl-terminal hydrolase 2 (Homo sapiens), O75604; USP2 core, Ub-CHOP2 coupled fluorogenic reporter, 485/531; Potency, µM (highest dose often 38.3 µM), without a hit: top-dose activity change, negative = inhibition, hits mostly inhibitors; 330,000 compounds, 0.01% hits; AID 463254, 2010;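 note: potency is the fitted concentration of half-maximal effect; plate controls were DMSO wells for no effect and full inhibition by NEM control for full effect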
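USP2 core (10nM final) preincubated 30min RT with compound in 20mM Tris-HCl pH 8.0, 2mM CaCl2, 2mM beta-mercaptoethanol, 0.05% CHAPS; 25nM Ub-CHOP2 plus 25nM reporter substrate added, fluorescence (Ex485/Em531) read after 60min.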
Menin MLL FP TR = qHTS Assay for Inhibitors Targeting the Menin-MLL Interaction in MLL Related Leukemias: Competition With Texas Red Labeled MLL-derived Mutant Peptide. Menin + Texas Red MLL mutant peptide, fluorescence polarization. Potency, µM (series often up to 61.6 µM), without a hit: at the top dose FP activity change, negative = inhibition, most hits filed as inhibitors. 270,000 compounds, 0.23% hits. O00255; active = well fitted inhibition curve with a large enough effect in the polarisation, with a control signal flat, not every such curve was filed as active; inconclusive = small, poorly fitted or top-dose-only effect, or effect the other way, or a change in a side signal; inactive = no such curve, though single readings can be large or run the other way; the % refers to the polarisation; note: potency is the fitted concentration of half-maximal effect; % of control where 0% means no effect; many of its hits are not listed in these tables
Target sequence (O00255 whole entry, looked up): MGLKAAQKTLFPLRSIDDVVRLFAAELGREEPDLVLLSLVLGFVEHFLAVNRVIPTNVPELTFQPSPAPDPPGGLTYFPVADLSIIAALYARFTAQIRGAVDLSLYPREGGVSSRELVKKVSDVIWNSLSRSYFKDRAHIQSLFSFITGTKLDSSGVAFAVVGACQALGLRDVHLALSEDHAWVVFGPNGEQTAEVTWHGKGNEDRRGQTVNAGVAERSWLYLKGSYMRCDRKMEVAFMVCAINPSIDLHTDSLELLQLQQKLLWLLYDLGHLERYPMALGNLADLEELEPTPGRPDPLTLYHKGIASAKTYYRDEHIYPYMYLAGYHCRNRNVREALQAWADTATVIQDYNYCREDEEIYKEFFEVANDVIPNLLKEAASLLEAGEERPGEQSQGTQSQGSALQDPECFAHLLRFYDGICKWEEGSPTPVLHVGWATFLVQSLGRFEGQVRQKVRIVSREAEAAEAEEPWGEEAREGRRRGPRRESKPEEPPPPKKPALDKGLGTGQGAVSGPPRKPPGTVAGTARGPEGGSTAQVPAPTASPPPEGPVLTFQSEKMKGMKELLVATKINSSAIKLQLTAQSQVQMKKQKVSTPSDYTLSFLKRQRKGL
hERG WT inh = qHTS for Inhibitors of KCHN2 3.1: Wildtype qHTS; 340,000 compounds, 0.37% hits; Voltage-gated inwardly rectifying potassium channel KCNH2 (Homo sapiens), Q12809; activity change, % at 1.84 µM; U2OS, BacMam KCNH2, thallium flux FluxOr; hits give low values;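 active = maximum activity change below -70%; inconclusive = maximum activity change between -70% and -50%; inactive = maximum activity change above -50%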; note: % is set by controls: 0 for no effect and ±100 for the full control effect
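U2OS cells were transduced with wild-type KCNH2 virus (2.03 x 10^8 / mL) for 4 h at room temperature, then cultured overnight at 37 C. Thallium flux was read with FluxOr dye. Rate constants were normalized to DMSO controls.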
FBPA coupling cs = qHTS Assay for Inhibitors of Fructose-1,6-bisphosphate Aldolase from Giardia Lamblia: Coupling assay counterscreen; 290,000 compounds, 0.67% hits; activity change, negative = inhibition, % at 58.2 µM, hits read low; coupling enzyme system counterscreen, AmpLite Red fluorescence; AID 2472, 2010; in the data active = activity change below about -30%; note: % is set by controls: 0 for no effect and ±100 for the full control effect
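Fluorescence at 525 nm excitation and 598 nm emission measured inhibition of the coupled detection system without aldolase. Compounds (at 57.5 uM final) were preincubated 10 min at room temperature with coupling enzyme reagent before a 20 min substrate/AmpLite Red step.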
GALK inhibitor = qHTS Assay for Inhibitors of Human Galactokinase (GALK); Purified GALK, Kinase-Glo residual ATP luminescence; 270,000 compounds, 0.007% hits; AID 1868, 2009; Potency, µM (doses to about 57.5 µM), without a hit: at the top dose activity change, negative = inhibition, actives largely listed as inhibitors; P51570; note: potency is the fitted concentration of half-maximal effect; % is set by controls: 0 for no effect and ±100 for the full control effect
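Quantitative HTS: GALK 5 nM, ATP 35 uM, galactose 100 uM, 1 h room temperature, then luciferase-based ATP detection.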
PKM2 activator = qHTS Assay for Activators of Human Muscle isoform 2 Pyruvate Kinase; Pyruvate kinase PKM (Homo sapiens), P14618; purified PKM2, Kinase-Glo ATP luminescence, activation; response scale: 0% is enzyme alone, no compound; Potency, µM (series often up to 57.5 µM), for inactives: top-dose activation, most hits filed as activators; 260,000 compounds, 0.34% hits; note: potency is the fitted concentration of half-maximal effect; % is set by controls: 0 for no effect and ±100 for the full control effect; nearly all actives have a fitted effect of over 55% in size
Target sequence (P14618 whole entry, looked up, canonical isoform): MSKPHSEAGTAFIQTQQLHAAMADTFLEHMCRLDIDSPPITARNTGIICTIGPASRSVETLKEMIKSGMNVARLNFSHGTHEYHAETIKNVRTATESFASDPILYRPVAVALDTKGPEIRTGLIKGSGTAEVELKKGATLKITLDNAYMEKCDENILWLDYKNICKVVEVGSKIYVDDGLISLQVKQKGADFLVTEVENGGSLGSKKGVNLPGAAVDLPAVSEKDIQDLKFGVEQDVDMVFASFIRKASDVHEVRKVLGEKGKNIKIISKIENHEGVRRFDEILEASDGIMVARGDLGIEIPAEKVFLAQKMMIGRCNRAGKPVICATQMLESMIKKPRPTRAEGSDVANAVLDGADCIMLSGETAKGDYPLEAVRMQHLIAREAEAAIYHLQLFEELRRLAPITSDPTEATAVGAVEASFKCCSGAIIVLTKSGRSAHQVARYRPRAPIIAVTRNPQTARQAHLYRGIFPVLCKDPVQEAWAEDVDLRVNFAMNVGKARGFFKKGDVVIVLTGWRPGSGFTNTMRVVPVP
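ATP formation by purified human PK-M2, quantified via coupled luciferase luminescence after 1 h at room temperature with 0.1 mM ADP and 0.5 mM PEP final.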
KCNH2 3.1 block = qHTS for Inhibitors of KCHN2 3.1: Mutant qHTS. U2OS KCNH2 3.1, thallium flux FluxOr; hits give low values. activity change, % (tested at about 1.8 µM). 340,000 compounds, 0.95% hits. AID 720553, 2013;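 active = maximum activity change below -70%; inconclusive = maximum activity change from -70% to -50%; inactive = maximum activity change above -50%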;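 note: thallium influx rate constant from kinetic fluorescence after stimulation buffer; % is set by controls: 0 for no effect and ±100 for the full control effect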
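Channel expression came from 3.1 mutant virus (1.77 x 10^8 /mL) applied to suspended U2OS cells for 4 h. Flux was tracked with FluxOr dye plus Red40 quencher, and kinetic rate constants normalized to controls.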
Giardia kill = Small Molecules that selectively kill Giardia lamblia: qHTS; 340,000 compounds, 0.15% hits; Giardia lamblia trophozoite viability; activity change, % at 7.66 µM, hits read low; in the data active = activity change below about -80%; inconclusive = between about -30% and that limit;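 note: parasites exposed to compound for two days anaerobically before the ATP read; % is set by controls: 0 for no effect and ±100 for the full control effect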
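Giardia lamblia trophozoites (100 cells/well) were incubated with compounds for 48 h at 37 deg C under anaerobic conditions. Viability was read as ATP content by one-step luminescence after 15-30 min at room temperature.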
MLL CXXC-DNA inh = qHTS Fluorescence Polarization Assay for Inhibitors of MLL CXXC domain - DNA interaction; Histone-lysine N-methyltransferase 2A (Homo sapiens), Q03164; MLL-CXXC / FITC-HOXA9 DNA fluorescence polarization; Potency, µM (doses to about 115 µM), without a hit: at the highest dose activity change, negative = inhibition, actives largely listed as inhibitors; 290,000 compounds, 0.037% hits; AID 2662, 2010; active = well fitted inhibition curve with a large enough effect in the polarisation, with a control signal flat, not every such curve was filed as active; inconclusive = small, poorly fitted or top-dose-only effect, or effect the other way, or a change in a side signal; inactive = no such curve, though single readings can be large or run the other way; the % refers to the polarisation; note: potency is the fitted concentration of half-maximal effect
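Steps: dispense CXXC domain solution (7 uM) → pin compounds or unlabeled HOX-A9 DNA control → 5 min ambient → add FLSN-HOX-A9 solution (50 nM) → spin → 30 min ambient → fluorescence polarization. Tris pH 7.5/NaCl/DTT/BSA buffer.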
Numbers without * were called inactive; ? = inconclusive; · = no result given; [ ] = remark or other dose. Unless noted, calls come from the whole dose curve; as a rule, active = well fitted curve in the direction sought with a large enough effect; inconclusive = small, poorly fitted or top-dose-only effect, or another doubt; inactive = no such curve, though single readings can be large; an effect the other way counts as inactive or inconclusive. A portion of the library (hit frequency here may not be typical).

SMILES	TRPV1 agonist	B2AR arrestin	USP2a inh	Menin MLL FP TR	hERG WT inh	FBPA coupling cs	GALK inhibitor	PKM2 activator	KCNH2 3.1 block	Giardia kill	MLL CXXC-DNA inh
COc1cccc(CN2CCN(CC#Cc3ccccc3)CC2CCO)c1 (stereo unspecified)	3.0	-1.1%	-0.6%	?	15.4	-1.9	0.0%	0.0%	-0.8	-1.3	-5.0%
CN(CCOCCOc1ccc(F)cc1)Cc1ccccc1	4.0	-1.1%	3.8%	12.5%	23.7	1.4	-2.9%	-0.5%	3.8	20.8	5.1%
O=C(NCc1ccccc1F)C1CCCN1C(=O)Nc1ccccc1 (stereo unspecified)	0.3	-0.7%	-0.2%	11.2%	-8.9	1.5	0.5%	-4.1%[11.5 µM]	6.1	3.5	2.0%
CCCn1c(SC/C(O)=C(\C#N)c2nc3ccccc3[nH]2)n[nH]c1=O	-0.4	0.0%	1.0%	?	-0.1	-25.4	-3.9%	-1.6%	12.6	-28.0	8.4%
COc1ccc(Nc2nc(NCCN3CCOCC3)nc(Nc3ccc(OC)cc3)n2)cc1	20.4	-0.3%	1.5%	12.0%	1.4	-1.8	1.6%	·	-12.4	11.3	0.9%
O=C1CC(NS(=O)(=O)c2ccccc2)CN1c1ccc2c(c1)OCCO2 (stereo unspecified)	-3.8	0.4%	0.2%	·	3.5	·	·	·	0.8	7.3	·
CCOC(=O)CC(N)c1ccc2c(c1)OCO2 (stereo unspecified)	-1.0	-0.6%	0.3%	-0.4%	10.0	2.2	3.0%	-1.6%	17.0	2.4	2.7%
CCN1C(=O)[C@H]2[C@@H](c3ccc(C)cc3)N3C(=O)N(c4ccc(OC)cc4)C(=O)[C@@]3(Cc3ccc(Cl)cc3)[C@H]2C1=O	-3.0	-1.2%	3.0%	23.3%	-0.3	-3.3	·	-1.1%	17.4	2.7	-2.6%
CCN(Cc1nc2cc(Cl)ccc2c(=O)[nH]1)C(=O)c1cc(C2CC2)nn1-c1ccccc1	6.8	-0.2%	-1.6%	·	-3.2	·	·	·	-4.5	6.6	·
Cc1ccc(S(=O)(=O)NC(C)(C)C)cc1C(=O)OCC(=O)N1CCCC1=O	1.7	0.1%	6.7%	·	3.6	·	·	·	7.1	17.1	·
Cc1ccccc1NC(=O)c1cccc(N2C(=O)C3CCC(C)CC3C2=O)c1 (stereo unspecified)	6.6	-1.1%	1.2%	-2.0%	3.9	-1.0	-2.0%	2.3%	28.4	1.5	-2.2%
NC(=O)c1ccccc1N=Cc1ccccn1	-0.8	-0.5%	1.8%	-15.7%	-24.3	-0.2	-1.3%	2.2%	-1.5	-4.8	3.7%
O=C(CN1CCN(c2ccccn2)CC1)N1CC(O)CO1 (stereo unspecified)	1.7	-0.8%	0.4%	-6.0%	-8.8	-3.5	1.7%	-12.3%	-0.8	-9.7	3.5%
COc1ccc([N+](=O)[O-])cc1NC(=O)Nc1ccccc1	-0.8	-0.1%	2.5%	?	-27.4	-2.0	0.9%	-0.1%	9.7	2.3	25.7%
NC(N)=N/N=C/c1cccc([N+](=O)[O-])c1O	-5.8	-1.0%	-4.9%	-6.3%	-4.5	1.2	-3.1%	8.5%	-7.8	1.6	-2.2%
Nc1ccc(C(=O)N2CCN(S(=O)(=O)c3ccc4c(c3)OCCCO4)CC2)cc1[N+](=O)[O-]	-1.2	0.1%	3.6%	·	-1.7	·	·	·	-5.3	-16.0	·
C=CCn1c(-c2cccnc2Cl)nc2cc(Cl)c(Cl)cc21	12.1	-0.6%	0.9%	5.5%	-11.6	2.5	-1.6%	10.4%	17.2	5.0	4.9%
Cc1nnc(NC(=O)c2c(F)c(F)c(F)c(F)c2F)s1	-2.4	0.3%	-1.1%	-0.3%	1.4	5.3	5.3%	0.8%	-12.6	-0.4	-0.7%
Cc1ccc(NC(=S)NCCN2CCOCC2)cc1C	0.9	0.5%	-0.3%	-16.7%	-1.9	-3.5	-2.8%	-1.6%	0.0	15.8	-0.7%
CC(C)Oc1cccc(C(=O)C2CCCN(C(=O)CCn3cnnn3)C2)c1 (stereo unspecified)	0.5	-1.5%	1.5%	7.5%	0.5	-1.4	6.2%	-3.1%	-5.5	-4.0	-9.3%
Cc1ccc(C)c(N(C(=O)CNC(=O)c2ccco2)C(C(=O)NC2CCCC2)c2ccncc2)c1 (stereo unspecified)	1.7	-0.2%	1.9%	-7.7%	-1.9	-0.3	-0.2%	·	6.6	-15.9	43.1%[activator]
Cc1nn(C)cc1CN(C)Cc1c(C(=O)N(C)Cc2ccccc2)nc2ccccn12	1.6	0.1%	2.9%	?	-8.7	-0.1	1.7%	-1.0%	13.5	-12.1	0.1%
O=C(Nc1ccc2oc(=O)ccc2c1)c1cc2ccccc2o1	-9.3	0.0%	0.8%	0.9%	19.2	1.0	-2.9%	1.3%	16.1	-11.0	-5.5%
CN(C)S(=O)(=O)c1cccc(NC(=O)COC(=O)CCC(=O)c2ccc(F)cc2)c1	-0.9	-1.0%	4.4%	8.2%	-4.7	1.2	0.0%	0.0%	3.9	21.1	?
Cc1ccc(CNC(=O)c2ccc(NC3=NC4CS(=O)(=O)CC4S3)cc2)cc1 (stereo unspecified)	-0.9	5.4%	0.8%	?	6.2	4.7	·	-0.6%	-3.1	-4.1	·
(cont.)
SMILES	TRPV1 agonist	B2AR arrestin	USP2a inh	Menin MLL FP TR	hERG WT inh	FBPA coupling cs	GALK inhibitor	PKM2 activator	KCNH2 3.1 block	Giardia kill	MLL CXXC-DNA inh
C=CCC1CCCC(=O)N2CCCC12 (stereo unspecified)	·	-0.3%	-0.7%	0.8%[138 µM]	2.0	0.3	·	·	·	-1.9	·
Fc1ccc(NCc2ccccc2F)cc1Cl	0.0	-0.4%	2.6%	6.1%	-0.7	·	1.1%	6.0%	7.5	0.4	-3.8%
COc1cc(CNc2ccc(N3CCCC3)cc2)ccc1OCc1ccccc1	13.1	1.1%	2.3%	?	6.2	-20.4	-5.5%	-0.9%	-0.9	-13.0	9.0%
Cc1cccc(C(=O)N/N=C/c2coc3ccccc3c2=O)c1	1.2	0.3%	1.8%	2.6%	-10.1	-0.8	1.5%	-0.7%	1.7	17.6	-3.1%
Cc1cc(NC(=O)c2ccc(Cl)cc2)n(CCC#N)n1	1.8	0.5%	-2.2%	0.2%	0.0	3.9	4.1%	1.4%	-0.3	-11.0	-3.6%
COc1cccc2[nH]c(C(=O)NN)c(N)c12	·	-0.8%	-0.1%	·	-2.5	-3.8	7.2%	6.5%	1.9	21.2	9.2%
CN1CCN(S(=O)(=O)c2cccc(C(=O)Nc3cc(Cl)ccc3N3CCOCC3)c2)CC1	0.3	-0.4%	0.5%	·	-3.3	·	·	·	4.1	-3.9	·
C[C@H]1NC(=O)[C@@]2(C)[C@H](c3ccccc3)[C@H]3COc4ccccc4[C@@H]3N2C1=O	·	-0.1%	3.4%	·	5.4	·	·	·	6.7	4.8	·
CC1CN(CCCCSc2ccc(Cl)cc2)CC(C)O1 (stereo unspecified)	0.7	?	-0.4%	-19.0%	-3.5	-1.6	0.3%	-1.0%	15.7	57.9[activator]	-2.8%
COc1ccc(Oc2nccc(-c3ccc(F)cc3)c2C#N)cc1	4.3	0.2%	3.6%	?	-10.9	2.2	4.0%	0.9%	-18.7	-11.7	5.8%
Cc1ccc(C)c(/C(O)=C2\C(=O)C(=O)N(CCCN3CCOCC3)C2c2cccnc2)c1 (stereo unspecified)	-2.3	-0.3%	-1.9%	-5.2%	6.5	0.3	-0.4%	-3.9%	-9.2	7.9	3.1%
O=C(Cc1ccc(S(=O)(=O)N2CCOCC2)s1)Nc1cc(C(F)(F)F)ccc1N1CCCC1	-9.5	0.1%	0.5%	·	6.5	·	·	·	-19.6	-0.8	·
CCC(Sc1nccn1C)C(=O)Nc1nnc(C)s1 (stereo unspecified)	-1.2	0.2%	-0.3%	-0.5%	-4.4	-4.5	1.5%	5.1%	14.1	-7.1	-14.9%
Cc1ccc(C(=O)C2CCN(C(=O)c3ccc(C)cc3)CC2)cc1	?	-0.6%	8.0%	?	·	2.5	3.5%	·	-1.0	-1.7	-7.1%
